Source: PubChem
SUMO1 PPI mod = SUMO1-SIM interaction modulation | 360,000 tested, 0.33% active | inhibition, % at 20 µM | P63165 | SUMO1 binding to a labelled peptide, TR-FRET, 1 h; in the data active = inhibition above about 37%
NadD block = blocks S. aureus nicotinate mononucleotide adenylyltransferase; purified NadD enzyme, colorimetric absorbance read-out; inhibition, % at 20 µM; 360,000 tested, 0.78% active; in the data active = inhibition above about 26%; also: some compounds past the cut are filed as inactive
Scp1 inh = blocks human Scp-1 phosphatase activity; Q9GZU7; Recombinant Scp1, phosphopeptide, malachite green phosphate absorbance; inhibition, % at 20 µM; 340,000 tested, 0.88% active;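 active = inhibition above about 50% at 20 µM, limit read from the data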;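 also: plate controls were DMSO wells with enzyme for no effect and wells lacking enzyme for full effect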
Target sequence (Q9GZU7 76-261 limits assumed): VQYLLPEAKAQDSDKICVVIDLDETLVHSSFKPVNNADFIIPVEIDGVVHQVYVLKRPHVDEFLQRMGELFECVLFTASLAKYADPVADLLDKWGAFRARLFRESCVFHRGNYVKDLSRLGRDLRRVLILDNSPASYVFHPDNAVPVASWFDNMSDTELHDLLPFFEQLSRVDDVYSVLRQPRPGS
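System: truncated SCP-1 phosphatase (76-261aa); medium: Tris acetate buffer pH 5.5 with MgCl2 and Tween-20; incubation: 45 min room-temperature reaction, 5 min colour, 30 min stabiliser; compound: single 20 µM dose, 1% DMSO; reagent: Phosphorylated 17-residue peptide substrate; read-out: % inhibition at 20 µM; technique: colorimetric free-phosphate detection, absorbance 630 nm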
STEP block = STEP (human) phosphatase inhibition. inhibition, % at 20 µM. recombinant STEP, OMFP fluorogenic substrate, fluorescence. AID 588621. 360,000 tested, 0.25% active. P54829;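 active = inhibition at 20 µM, scaled per plate between control wells, above about 37%, limit read from the data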;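 also: 0% = DMSO with enzyme and substrate and 100% = substrate only without enzyme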
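Assay system: isolated STEP enzyme. Buffer or medium: pH 6.0 Bis-Tris with DTT and Tween 20. Also added: fluorogenic phosphatase substrate OMFP at 25 µM final. Dosing: 20 µM, 1% DMSO. Timing: 20 min reaction, room temperature, in the dark. Measured by: fluorescence intensity, excitation 480 nm, emission 540 nm. Evaluation: normalized % inhibition.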
SKN-1 inh = C. elegans SKN-1 inhibition; C. elegans VP596 Pgst-4::GFP/RFP ratio, acrylamide-induced, 24 h; inhibition, % at 21.8 µM; 360,000 tested, 0.49% active;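 active = interference check ratio from 0.5 to 1.5 plus GFP to RFP signal ratio inhibition reaching or exceeding a fixed threshold, cut at about 30% in these data, passing the limit was not always enough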; also: some compounds called inactive have numbers as strong as hits
MT1-MMP act inh = inhibitors of human MT1-MMP activation. AID 651647. GFP/RFP ratio change, % at 20 µM. P50281. HT1080 RFP-PRO-GFP cells, GFP/RFP ratio fluorescence, overnight; percent of plate control window, DMSO zero. 360,000 tested, 0.061% active;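 active = GFP/RFP ratio change of at least 30% with cell ATP level not reduced by more than half and red fluorescence within 50% of control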; also: strong numbers were not always called active
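Material: RFP-PRO-GFP reporter HT1080 cells. Dosing: single-point 20 µM compound, 1% DMSO. Controls: DMSO and RFP-L50D-GFP cell wells. Timing: cells overnight before dosing, compound overnight, 37 °C, 5% CO2. Measure: GFP/RFP fluorescence ratio.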
DNMT1 inh = DNMT1 (human) enzyme inhibition | P26358 | DNMT1 molecular beacon, Hinp1I cleavage, fluorescence | 360,000 tested, 0.83% active | AID 588458 | inhibition (reported as % activation of signal), % at 10 µM; in the data active = inhibition above about 50%
Rpn11 inh = inhibitors of human proteasome Rpn11. O00487. human 26S proteasome, Ub4-pepOG fluorescence polarization; 20S core pre-blocked with epoxomicin. calls only at 20 µM. 360,000 tested, 0.59% active;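 active = inhibition at 20 µM, scaled to each plate's controls, above about 33%, limit read from the data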
CendR NRP1 mod = modulators of CendR peptide binding to human neuropilin-1; O14786; FAM-RPARPAR peptide binding to NRP-1, fluorescence polarization; inhibition, % at 25 µM; 360,000 tested, 0.85% active;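 active = inhibition or corrected inhibition above about 18%, plus a signal ratio from 0.5 to 1.5, limit read from the data, passing the limit was not always enough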; also: strong numbers were not always called active
Target sequence (O14786 whole entry, looked up): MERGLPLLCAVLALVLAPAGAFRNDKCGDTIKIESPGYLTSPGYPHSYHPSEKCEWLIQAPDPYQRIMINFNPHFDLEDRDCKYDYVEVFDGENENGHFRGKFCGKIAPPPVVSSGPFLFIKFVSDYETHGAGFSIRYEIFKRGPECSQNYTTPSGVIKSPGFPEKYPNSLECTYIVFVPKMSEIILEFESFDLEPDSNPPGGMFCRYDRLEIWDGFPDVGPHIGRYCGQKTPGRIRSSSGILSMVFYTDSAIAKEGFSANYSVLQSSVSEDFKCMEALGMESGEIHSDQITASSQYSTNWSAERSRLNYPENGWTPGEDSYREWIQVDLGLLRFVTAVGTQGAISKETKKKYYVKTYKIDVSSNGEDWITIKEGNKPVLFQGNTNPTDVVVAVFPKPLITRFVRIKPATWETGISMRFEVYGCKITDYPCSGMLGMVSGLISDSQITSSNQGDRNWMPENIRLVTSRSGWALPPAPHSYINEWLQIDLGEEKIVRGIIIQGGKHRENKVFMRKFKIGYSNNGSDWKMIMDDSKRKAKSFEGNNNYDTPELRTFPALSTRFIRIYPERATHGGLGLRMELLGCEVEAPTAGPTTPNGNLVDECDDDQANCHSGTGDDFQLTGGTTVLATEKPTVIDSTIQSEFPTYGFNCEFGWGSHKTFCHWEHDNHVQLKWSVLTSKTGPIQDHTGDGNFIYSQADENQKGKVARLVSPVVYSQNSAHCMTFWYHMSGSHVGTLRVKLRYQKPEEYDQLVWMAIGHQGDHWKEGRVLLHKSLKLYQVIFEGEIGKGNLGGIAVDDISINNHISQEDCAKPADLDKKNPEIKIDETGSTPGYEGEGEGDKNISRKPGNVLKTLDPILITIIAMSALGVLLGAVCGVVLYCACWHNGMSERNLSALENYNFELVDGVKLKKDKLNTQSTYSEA
LMPTP block = blocks human LMPTP phosphatase; P24666; recombinant LMPTP-A, OMFP fluorogenic substrate, fluorescence intensity; inhibition, % at 20 µM; 360,000 tested, 0.22% active; AID 651560;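 active = compounds that cut the enzyme signal by at least half of the control window in the single-dose screen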;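 also: plate controls were DMSO wells with enzyme plus substrate for no effect and substrate without enzyme for full effect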
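Buffer or medium: Bis-Tris pH 6.0, DTT, detergent; Assay system: LMPTP-A enzyme; Quantity: 0.625 nM enzyme; Detection: endpoint fluorescence intensity; Times: 50 min dark incubation at room temperature; Controls: substrate-only low control, DMSO enzyme-plus-substrate high control; Doses: single 20 µM dose; Read-out: percent inhibition versus substrate-only and uninhibited controls; Reagent: 400 µM OMFP.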
The depositor's hits bear a star; i = inactive; x = not tested or not shown; + = active, no number. This is a subset. The share of hits here may be higher or lower than overall.

SMILES	SUMO1 PPI mod	NadD block	Scp1 inh	STEP block	SKN-1 inh	MT1-MMP act inh	DNMT1 inh	Rpn11 inh	CendR NRP1 mod	LMPTP block
CN1CCCC(C(O)(c2ccccc2)c2ccccc2)C1 (stereo not given)	1.3	-1.0	-14.9	-0.7	-7.3	-3.9	2.7	i	1.5	0.0
CS(=O)(=O)N1CCN(C(=N)N[N+](=O)[O-])CC1	0.7	8.1	-6.0	-1.1	4.9	2.1	-1.5	i	-4.2	-1.0
Cc1nc(CCl)cc(=O)[nH]1	-3.7	3.3	-10.3	0.6	3.0	2.0	-1.7	i	-3.6	-0.4
CCN1CCN(c2nc([N+](=O)[O-])nn2C)CC1	-19.3	-3.7	-9.8	-1.2	-1.3	0.0	0.2	i	7.3	-2.1
CC1=Nc2cc(C(=O)N3CCC4(CC3)OCCO4)ccc2Sc2ccc(Cl)cc21	6.0	1.5	-7.4	3.4	12.5	-0.6	-3.1	i	-1.0	0.4
CC(C)c1ccc(-n2c(O)c(/C=N/NC(=O)c3ccccc3O)c(=O)[nH]c2=S)cc1	-8.7	7.4	-17.2	0.6	-1.9	11.1	-3.0	+	-42.0	-0.5
O=C(C1CC(=O)N(c2ccc(F)c(Cl)c2)C1)N1CCC2(CC1)OCCO2 (stereo not given)	-2.8	-10.5	13.0	0.4	13.1	0.4	3.8	i	-10.6	-1.7
Cc1ccsc1C(=O)C1CCCN(Cc2cnn(C(C)C)c2)C1 (stereo not given)	-1.3	3.1	-0.9	2.2	13.5	-0.9	-0.2	i	-9.2	-0.8
O=c1[nH]c(=O)n(CCc2ccccc2)c(O)c1/C=N/N1CCOCC1	4.4	-0.3	-5.0	-0.5	-6.9	1.7	-2.0	i	-8.8	-1.5
CCC(=NCC1CCCO1)c1c(O)n(Cc2ccccc2)c(=O)[nH]c1=O (stereo not given)	-0.5	-0.7	-2.2	-2.7	-17.2	9.1	-0.3	i	1.0	-0.8
COc1ccc(Cl)cc1C(=O)C1CCCN(CCO)C1 (stereo not given)	4.5	-0.5	0.9	-2.6	-2.9	-0.2	0.6	i	-0.3	-0.4
O=C1NC(=O)N(Cc2ccco2)C(=O)/C1=C/c1ccc(-c2cccc([N+](=O)[O-])c2)o1	37.6*	66.9*	82.1*	38.7	-7.1	1.9	97.7*	i	-118.3	42.4
O=[N+]([O-])c1cccc(CN2CCN(Cc3ccc(Cl)cc3)CC2)c1	-8.8	-3.7	-5.0	0.0	1.3	-1.1	2.7	i	-6.1	-1.2
CC12CCC(O)CC1CCC1C2CCC2(C)C(C3=CC(=O)OC3)C(O)CC12O (stereo not given)	2.0	-2.0	2.2	-4.7	11.3	-13.6	-0.9	i	9.2	-0.9
COc1ccc(-n2c(/C=C/c3ccc4c(c3)OCO4)nc3ccccc3c2=O)cc1	-9.3	1.1	10.6	-2.2	1.6	-2.9	8.0	i	-59.0	3.3
CCN1CCN(C(=O)COc2cc(=O)n(CC)c3ccccc23)CC1	1.2	-3.4	2.7	3.1	-38.2	3.0	0.6	i	21.2	-1.1
O=c1c2ccccc2nc(SCC2CCCCO2)n1-c1ccccc1 (stereo not given)	4.0	-4.1	-36.9	4.1	3.5	-6.4	2.3	i	13.5	2.1
COc1ccc(C2SCC(=O)Nc3c2c(C)nn3-c2ccccc2)cc1 (stereo not given)	0.2	1.0	-7.1	-1.7	28.3	-3.7	-5.5	i	8.7	-0.9
O=C1NC(=O)N(c2ccc3c(c2)OCO3)C(=O)/C1=C/c1ccsc1	8.9	8.5	8.8	1.1	-0.2	-48.7	4.2	i	-10.3	-0.9
O=C(c1cc(F)ccc1F)C1CCCN(CCCc2ccccc2)C1 (stereo not given)	1.8	1.3	-4.6	0.4	4.9	0.2	-2.6	i	-4.2	0.3
COC(=O)C1=C(c2ccccc2OCc2ccccc2)C[C@@H]2CC[C@H]1N2C(=O)NCc1ccc(C(F)(F)F)cc1	-2.6	-7.1	-16.7	2.7	8.9	-8.7	-2.5	i	-1.0	4.4
O=C(c1ccc(-c2ccccc2)c(F)c1)C1CCCN(CCO)C1 (stereo not given)	0.7	-9.7	-11.0	0.9	-9.1	-0.7	-1.3	i	17.9	1.1
O=C(Cc1ccccc1)N1CCN(Cc2ccccn2)CC1	-2.4	2.5	-2.9	2.5	6.6	-1.7	-0.5	i	1.6	0.0
COc1ccc(-c2ccc3c(c2)CN(C(=S)NCCc2ccccc2)Cc2cnnn2-3)cc1	-14.5	8.9	x	-0.3	5.9	0.4	-9.2	i	14.9	4.6
c1ccc(CC2CCCCN2)cc1 (stereo not given)	2.0	-5.5	-5.2	1.3	1.3	-3.9	0.8	i	6.4	-1.0
COc1ccc(-n2nnnc2C(CCSC)N2CCC(n3c(=O)[nH]c4ccccc43)CC2)cc1 (stereo not given)	0.2	-7.6	x	1.6	21.8	-8.6	-9.8	i	9.3	3.6
Cc1ccc(-c2nc3ccccc3c(=O)n2-c2cccc(C)n2)cc1	2.4	-2.8	-0.9	0.8	-1.3	-0.2	-1.1	i	0.0	-1.1
CC1=CC(=C2C(=O)NC(=O)NC2=O)C=C(C(F)(F)F)N1C(C)C	-1.1	10.2	-4.6	-3.9	-0.9	8.9	1.0	i	4.6	-0.6
S=C(NCCc1ccccc1)N1Cc2ccc(Br)cc2-n2nncc2C1	4.4	-1.1	x	-0.9	7.8	x	-11.2	i	-0.6	-0.1
CCCNC(=O)N1[C@H]2CC[C@@H]1C(C(=O)OC)=C(c1ccccc1)C2	-4.0	-6.7	-4.4	-0.8	8.2	0.2	2.5	i	1.7	-2.1
CCCCCCC(=O)c1c(O)n(-c2ccc(OC)cc2)c(=O)[nH]c1=O (tested in a mixture with another compound)	3.2	0.9	-16.4	3.8	16.3	0.3	1.2	i	4.7	0.3
CC[C@H]1CC2CN3CCc4c([nH]c5ccccc45)C(C(=O)OC)(C2)C13 (stereo not given in full)	-1.3	-4.5	6.8	0.3	-1.1	0.1	-6.2	i	0.9	0.0
COC(=O)N(c1ccccc1)P1(=S)OCCO1	0.8	0.5	-6.0	1.7	8.1	4.0	1.6	i	-1.8	0.2
CCC(=NCCc1ccccc1)c1c(O)n(C2CCCCC2)c(=O)[nH]c1=O	3.0	0.3	-22.5	0.1	3.2	-9.0	-2.7	i	24.0*	2.7
CCCCCCn1c(O)c(C=Nc2c(C)n(C)n(-c3ccccc3)c2=O)c(=O)[nH]c1=O	-3.0	-1.4	-9.6	6.4	-9.4	2.3	-0.5	i	-6.8	1.3
O=C(COC(=O)c1cccc(O)c1)Nc1ccc(Cl)cc1C(=O)c1ccccc1	3.7	-4.1	-14.3	0.0	0.2	3.0	-7.1	i	-8.3	3.0
O=C1NC(=S)SC1=Cc1ccc(N(CCCl)CCCl)cc1	6.1	12.5	-5.0	-56.8	31.7	-119.9	24.5	x	144.1	3.2
CC(C)CC12CN3CCN(CC(C3)/C1=N/O)C2	2.2	-7.1	-12.1	-0.5	-3.0	-0.6	2.0	i	-10.4	0.1
Clc1ccccc1Nc1ncnc(-n2cccc2)n1	2.3	1.2	-12.6	0.2	11.9	-1.4	-5.0	i	-2.4	0.1
c1cncc(CNCCc2c[nH]c3ccccc23)c1	-0.6	-5.9	-14.1	-5.8	-3.0	1.7	-2.4	i	3.7	-4.3
CCc1ccc(CNCCc2ccc(F)cc2)cc1	1.1	-3.4	-0.2	-2.6	15.2	6.8	8.1	i	2.4	-2.3
CC(=O)O[C@H]1[C@H]2O[C@]23[C@@H]2CC[C@]4(O)C[C@@H](O)CC[C@]4(C)C2CC[C@]3(C)[C@H]1c1ccc(=O)oc1 (stereo not given in full)	-3.5	-2.4	0.6	-2.7	-2.5	-45.5	5.0	i	-4.2	-1.6
CCC(=O)Nc1ccc(Cl)c(Cl)c1	3.9	1.5	-9.0	-4.4	11.5	-5.7	40.9	i	3.2	-0.1
O=C1NC(=O)C(=Cc2cn(CCOc3ccc4c(c3)OCO4)c3ccccc23)C(=O)N1	0.5	42.7*	-2.2	-16.8	26.7	3.4	31.1	x	-70.4	3.1
C=CCn1c(O)c(C(CC)=Nc2cc(OC)ccc2OC)c(=O)[nH]c1=O	-8.0	5.2	-7.3	-1.5	8.3	-1.2	-4.0	i	-3.4	-0.5

Part of the list above, with two lines to a compound.
Sequence of screens – SUMO1 PPI mod	NadD block	Scp1 inh	STEP block	SKN-1 inh	MT1-MMP act inh	DNMT1 inh	Rpn11 inh	CendR NRP1 mod	LMPTP block
- CC(C)c1ccc(-n2c(O)c(/C=N/NC(=O)c3ccccc3O)c(=O)[nH]c2=S)cc1
 : -8.7	7.4	-17.2	0.6	-1.9	11.1	-3.0	+	-42.0	-0.5
- O=C(C1CC(=O)N(c2ccc(F)c(Cl)c2)C1)N1CCC2(CC1)OCCO2 (stereo not given)
 : -2.8	-10.5	13.0	0.4	13.1	0.4	3.8	i	-10.6	-1.7
- Cc1ccsc1C(=O)C1CCCN(Cc2cnn(C(C)C)c2)C1 (stereo not given)
 : -1.3	3.1	-0.9	2.2	13.5	-0.9	-0.2	i	-9.2	-0.8

Other records follow.
SMILES	SUMO1 PPI mod	NadD block	Scp1 inh	STEP block	SKN-1 inh	MT1-MMP act inh	DNMT1 inh	Rpn11 inh	CendR NRP1 mod	LMPTP block
CC1CN=C(Nc2ccc(F)cc2)S1 (stereo not given)	2.3	-0.1	-7.4	-0.1	0.6	2.0	0.0	i	-17.5	-0.9
CC(c1ccccc1F)n1cc(C(=O)Nc2ccc3nc[nH]c3c2)nn1 (stereo not given)	3.3	-0.5	0.2	7.0	13.3	-0.6	-2.7	i	3.8	0.9
CCOP(=S)(OCC)SCSP(=S)(OCC)OCC	1.8	7.9	6.8	14.3	-19.3	-5.5	2.2	i	8.0	3.6
COc1ccc(CCNC(=O)c2c(N)n(CCN3CCOCC3)c3nc4ccccc4nc23)cc1	4.2	-4.9	-0.4	-0.8	6.4	-2.5	-14.7	i	-8.4	1.7
C=C(C=O)CC1CC(O)[C@]2(C)OC3CC4OC5C[C@]6(C)O[C@]7(C)CCC8OC9C[C@]%10(C)OC%11C(C)=CC(=O)OC%11CC%10OC9C[C@@H](C)C8OC7CC6O[C@]5(C)CC5OC5C4OC3CC2O1 (stereo not given in full)	6.0	-10.0	-8.1	1.7	11.7	-36.3	-19.2	i	-7.2	0.6
COc1ccc(/C=C/C(=O)c2c(O)n(CCC3=CCCCC3)c(=O)[nH]c2=O)cc1OC	-14.2	11.2	1.3	-5.2	17.1	-33.6	-2.5	+	131.0	-1.0
COc1ccc(OC)c(C(c2c(O)c3ccccc3oc2=O)c2c(C)n(C)n(-c3ccccc3)c2=O)c1 (stereo not given)	2.0	-8.3	-14.2	1.9	-15.5	-2.1	-0.9	i	-8.9	-0.3
